Screening data (PubChem BioAssay)
PAD4 FP inh: blocks human protein arginine deiminase 4 | Q9UM07 | 0.41% of 330,000 active | inhibition, % at 6.36 µM | recombinant PAD4, RCA probe fluorescence polarization;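 active = percent inhibition above a cutoff equal to the mean of all tested compounds plus 3 SD, cut at about 15% in these data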;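 also: 0% = PAD4 with RCA probe and DMSO and 100% = probe without PAD4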
Target sequence (Q9UM07 whole entry, looked up): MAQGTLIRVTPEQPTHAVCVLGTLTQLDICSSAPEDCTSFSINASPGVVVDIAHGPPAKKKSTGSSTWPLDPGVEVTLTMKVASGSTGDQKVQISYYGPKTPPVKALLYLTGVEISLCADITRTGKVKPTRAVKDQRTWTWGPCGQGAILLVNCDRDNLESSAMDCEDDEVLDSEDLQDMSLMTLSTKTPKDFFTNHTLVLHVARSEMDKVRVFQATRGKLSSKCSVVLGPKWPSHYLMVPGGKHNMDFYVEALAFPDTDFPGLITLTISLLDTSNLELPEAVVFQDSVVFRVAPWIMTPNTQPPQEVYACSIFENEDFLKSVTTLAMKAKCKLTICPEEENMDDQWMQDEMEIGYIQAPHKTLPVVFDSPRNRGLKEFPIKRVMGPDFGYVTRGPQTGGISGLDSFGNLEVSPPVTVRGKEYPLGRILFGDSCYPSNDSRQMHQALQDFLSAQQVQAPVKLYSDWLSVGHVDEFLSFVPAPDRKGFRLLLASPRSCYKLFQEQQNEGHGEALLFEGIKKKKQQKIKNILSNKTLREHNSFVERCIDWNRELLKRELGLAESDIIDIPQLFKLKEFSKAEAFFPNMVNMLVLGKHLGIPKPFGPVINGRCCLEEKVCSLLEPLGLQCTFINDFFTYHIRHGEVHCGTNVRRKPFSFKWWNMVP
GLD-1 RNA inh: GLD-1-TGE RNA interaction inhibition (C. elegans). Q17339. purified GLD-1 + fluorescein TGE RNA, fluorescence polarization. 0.44% of 320,000 active. inhibition, % at 5.96 µM;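 active = percent inhibition above a per-plate cutoff, the plate mean of test compounds plus 3 SD, cut at about 30% in these data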;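 also: 0% = DMSO wells with GLD-1 and probe and 100% = wells lacking GLD-1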
Target sequence (Q17339 whole entry, looked up): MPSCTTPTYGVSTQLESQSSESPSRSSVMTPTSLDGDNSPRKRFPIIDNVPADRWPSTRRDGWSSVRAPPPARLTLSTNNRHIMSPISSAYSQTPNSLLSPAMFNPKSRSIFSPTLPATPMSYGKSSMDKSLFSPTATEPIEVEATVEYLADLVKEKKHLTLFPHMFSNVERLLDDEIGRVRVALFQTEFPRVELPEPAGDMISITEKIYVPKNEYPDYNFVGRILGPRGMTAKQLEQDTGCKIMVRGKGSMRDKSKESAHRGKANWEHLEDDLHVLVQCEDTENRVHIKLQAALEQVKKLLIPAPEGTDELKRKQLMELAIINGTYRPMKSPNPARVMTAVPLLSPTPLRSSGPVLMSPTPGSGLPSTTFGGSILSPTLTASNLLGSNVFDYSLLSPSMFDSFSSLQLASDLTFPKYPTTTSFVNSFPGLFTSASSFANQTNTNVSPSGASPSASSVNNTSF
* marks the source's active call; other numbers are inactive results; · = not tested or not shown. The list is partial. The share of hits here may be higher or lower than overall.

SMILES | PAD4 FP inh | GLD-1 RNA inh
O=C(C[C@H]1C[C@H](C(=O)N2CCOCC2)[C@@]2(CCC3CCCC3)c3[nH]c4cc(-c5ccco5)ccc4c3CCN2C1=O)NCCC1=CCCCC1 | 0.5 | ·
CCN(CC)C(=O)[C@H]1C[C@H](CC(=O)NCCCN(C)C)C(=O)N2CCc3c([nH]c4cc(-c5ccco5)ccc34)[C@]12C | -7.0 | ·
CC(C)N(C(=O)[C@H]1C[C@H](CC(=O)NCCCn2ccnc2)C(=O)N2CCc3c([nH]c4ccc(Cl)cc34)[C@]12C)C(C)C | -0.4 | ·
COc1ccc2[nH]c3c(c2c1)CCN1C(=O)C(CC(=O)NCc2cccc(C(F)(F)F)c2)C[C@H](C(=O)N(C(C)C)C(C)C)[C@@]31C (stereo not given in full) | 3.0 | ·
O=C1OCCN1C(=O)[C@H]1[C@H](c2ccc([N+](=O)[O-])cc2)C(c2ccc(F)cc2)=NN1c1ccccc1 | -0.2 | ·
COc1ccc2[nH]c3c(c2c1)CCN1C(=O)C(CC(=O)NCc2ccco2)C[C@H](C(=O)N2CCCCC2)[C@@]31C (stereo not given in full) | 1.1 | ·
CCN(CC)C(=O)[C@H]1C[C@H](CC(=O)NCc2cccc(C(F)(F)F)c2)C(=O)N2CCc3c([nH]c4ccc(Cl)cc34)[C@]12C | -1.4 | ·
O=S(=O)(NCc1ccccc1)c1ccccc1NCc1ccc(Cl)cc1 | -0.9 | ·
COc1cc2c(c(OC)c1OC)C(c1ccc(C)cc1)CC(=O)O2 (stereo not given) | -4.1 | ·
O=C(Cn1cnc2c(NCc3ccccc3)ncnc21)NCC1CCCO1 (stereo not given) | -3.8 | ·
Cc1noc(C)c1NC(=O)N(C)C[C@H]1Oc2ccc(NC(=O)c3ccncc3)cc2C(=O)N([C@H](C)CO)C[C@@H]1C | 0.4 | 0.0
O=C(NN=Cc1ccc(F)c(F)c1)c1ccc(NS(=O)(=O)c2cccs2)cc1 | -7.4 | -3.1

The list goes on (3 carried over from the part before).
SMILES | PAD4 FP inh | GLD-1 RNA inh
O=C(Cn1cnc2c(NCc3ccccc3)ncnc21)NCC1CCCO1 (stereo not given) | -3.8 | ·
Cc1noc(C)c1NC(=O)N(C)C[C@H]1Oc2ccc(NC(=O)c3ccncc3)cc2C(=O)N([C@H](C)CO)C[C@@H]1C | 0.4 | 0.0
O=C(NN=Cc1ccc(F)c(F)c1)c1ccc(NS(=O)(=O)c2cccs2)cc1 | -7.4 | -3.1
COc1ccc(CCC(=O)OCC(=O)Nc2sccc2C#N)cc1 | -7.5 | -9.0
O=C(OCc1c(-c2ccccc2)ncc2ccccc12)c1ccc(F)cc1 | 0.4 | -0.9
CC(=NNC(=O)c1cccs1)c1ccc2c(c1)OCCO2 | -4.4 | 4.1
COc1ccc(CCNC(=O)C(C)SCC(=O)Nc2ccc(F)cc2)cc1 (stereo not given) | 3.9 | 3.0
Cc1c(C(=O)OC(C)C(=O)N(C)Cc2ccccc2)oc2ccccc12 (stereo not given) | -1.1 | 2.0
Cc1ccn2c(NCc3ccccc3)c(-c3cccc(SC4CCCCC4)c3)nc2c1 | -0.8 | 6.6
CCCSc1ccc([C@H]2N[C@@](CC(C)C)(C(=O)OC)[C@H]3C(=O)N(CC)C(=O)[C@@H]23)cc1 | 2.5 | 2.2
CC(C)(C)OC(=O)C[C@@H]1C/C=C\C[C@@H](CC(=O)NCCO)C(=O)N[C@H](C(C)(C)C)COC1=O | 5.0 | -0.4
O=C(NCc1cccc(F)c1)c1cccc2c1C(=O)c1ccc(Cl)cc1S2(=O)=O | 0.6 | 2.6
CC(C)(C)[C@H]1COC(=O)[C@H](NC(=O)OCC2c3ccccc3-c3ccccc32)C/C=C\C[C@@H](CC(=O)N[C@H](CO)Cc2ccccc2)C(=O)N1 | -2.1 | -2.3
CCN(C(=O)COC(=O)CCNS(=O)(=O)c1ccccc1F)c1c(N)n(Cc2ccccc2)c(=O)[nH]c1=O | 0.7 | 3.1
O=C(COC(=O)c1cccs1)Nc1ccc(Cl)cn1 | -1.0 | 2.2
CCC1(c2ccc(F)cc2)NC(=O)N(CC(=O)NC2CCCCCC2)C1=O (stereo not given) | -2.6 | 4.3
C[C@H](CO)N1C[C@H](C)[C@@H](CN(C)S(C)(=O)=O)Oc2ccc(NC(=O)Nc3ccc(C(F)(F)F)cc3)cc2C1=O | -3.3 | -1.4
CCN(C[C@H]1N[C@@](CC)(C(=O)OC)[C@H]2C(=O)N(Cc3ccccc3)C(=O)[C@@H]12)C(=O)c1ccc(C)cc1 | -1.8 | -0.5
NS(=O)(=O)c1ccc(CCNC(=O)c2ccc(Cl)c(S(=O)(=O)N3CCCCC3)c2)cc1 | -0.1 | 6.5
Cc1cccc(C(C)C)c1NC(=O)CSc1cccc[n+]1[O-] | 3.8 | -0.1
COc1ccccc1NC(=O)COC(=O)c1[nH]c(=O)[nH]c(=O)c1N | -15.7 | 8.7
CCCCN1C(=O)C(=O)c2cc(Cl)ccc21 | -0.7 | -1.4
CC(=O)Nc1ccc(S(=O)(=O)N(C)CC(=O)NC2CCCCCCC2)cc1 | 1.7 | 7.4
Cc1noc(C)c1NC(=O)Nc1ccc2c(c1)C(=O)N([C@H](C)CO)C[C@H](C)[C@@H](CN(C)C(=O)NC(C)C)O2 | -0.5 | -5.6
COc1ccc(Nc2nnc(SC(C)C(=O)NC3CC3)s2)cc1 (stereo not given) | -2.2 | 3.6
CC1CCCC(C)N1C(=O)COC(=O)COc1ccc(C#N)cc1 (stereo not given) | -4.2 | 1.8
O=C(Nc1cc(C(F)(F)F)ccc1-n1cncn1)c1cn2ccccc2n1 | -0.7 | 5.1

7 compounds out of the list, ordered by molar mass, high to low:
SMILES | PAD4 FP inh | GLD-1 RNA inh
C[C@H](CO)N1C[C@H](C)[C@@H](CN(C)S(C)(=O)=O)Oc2ccc(NC(=O)Nc3ccc(C(F)(F)F)cc3)cc2C1=O | -3.3 | -1.4
Cc1noc(C)c1NC(=O)Nc1ccc2c(c1)C(=O)N([C@H](C)CO)C[C@H](C)[C@@H](CN(C)C(=O)NC(C)C)O2 | -0.5 | -5.6
CC(=O)Nc1ccc(S(=O)(=O)N(C)CC(=O)NC2CCCCCCC2)cc1 | 1.7 | 7.4
COc1ccc(Nc2nnc(SC(C)C(=O)NC3CC3)s2)cc1 (stereo not given) | -2.2 | 3.6
COc1ccccc1NC(=O)COC(=O)c1[nH]c(=O)[nH]c(=O)c1N | -15.7 | 8.7
CC1CCCC(C)N1C(=O)COC(=O)COc1ccc(C#N)cc1 (stereo not given) | -4.2 | 1.8
CCCCN1C(=O)C(=O)c2cc(Cl)ccc21 | -0.7 | -1.4

The list continues:
SMILES | PAD4 FP inh | GLD-1 RNA inh
O=C(COc1cc(F)ccc1[N+](=O)[O-])NCC1CCCO1 (stereo not given) | -6.6 | 8.3
CCC(CO)Oc1cc(NCc2ccc(Cl)cc2Cl)c2ncn(C(C)C)c2c1 (stereo not given) | 2.2 | -0.5
Cc1ccc(C)c(NC(=O)CN(C)C(=O)CC2OC(=O)c3ccccc32)c1 (stereo not given) | -0.6 | -5.4
C[C@H](CO)N1C[C@H](C)[C@@H](CN(C)Cc2ccc3c(c2)OCO3)Oc2c(NC(=O)C3CCCCC3)cccc2C1=O | -1.0 | 2.0
COc1ccc(Cl)cc1NC(=O)COC(=O)C1CC(=O)N(Cc2ccccc2)C1 (stereo not given) | -1.7 | 4.4
COc1ccc(NC(=O)c2ccc(N3CCCC3=O)cc2)cc1Cl | -1.5 | -5.6
O=C(COC(=O)COc1ccccc1[N+](=O)[O-])Nc1ccc2c(c1)OCO2 | -1.3 | 0.1
Cc1nc(SCc2nc3ccc(Br)cc3[nH]2)c2oc3ccccc3c2n1 | -4.0 | -5.8
CC1CCCC(C)N1C(=O)CN1c2cccc3cccc(c23)S1(=O)=O (stereo not given) | -0.8 | 2.1
O=C(C[C@H]1C/C=C\C[C@@H](Cc2ccc(F)cc2)C(=O)OC[C@H]2CCCN2C1=O)NCCO | 0.8 | -0.2
Cc1ccc(S(=O)(=O)NC(=O)Nc2cccc(S(=O)(=O)N(C)C)c2)cc1 | 3.0 | 2.5
C=C[C@@H]1c2cccc(C)c2N(S(=O)(=O)c2ccc(C)cc2)[C@H](c2ccc(OC(C)=O)cc2)C1(C#N)C#N | 2.5 | -12.6
O=C(C[C@H]1C/C=C\C[C@@H](NC(=O)OCC2c3ccccc3-c3ccccc32)C(=O)O[C@@H](c2ccccc2)CNC1=O)N[C@H](CO)Cc1ccccc1 | 3.3 | -4.0
Cc1ccc2c(c1)C(=O)N1[C@H]3c4ccccc4OC[C@@H]3[C@H](c3ccccc3)[C@]1(C)C(=O)N2 | -3.6 | 6.0
COc1cccc(C(=O)OCC(=O)N2CCc3ccccc3C2)c1OC | 3.0 | -1.0
N#CCCN(C(=S)NC(=O)C1CCCCC1)c1ccccc1F | 4.1 | 0.7
CCC(CO)Oc1cc(NCc2cccc(O)c2)c2ncn(C(C)C)c2c1 (stereo not given) | 0.9 | -3.3
CC1=CCC[C@H]2[C@H](C1)C(=O)C[C@@H](C)[C@]2(C)CC/C(=C/CO)CO | -0.8 | 1.5
CCOc1ccc(S(=O)(=O)N2CCN(C(=O)COc3ccc(Br)cc3)CC2)cc1 | -1.0 | 3.7
O=C(COC(=O)c1c(F)cccc1F)Nc1ccc(N2CCCCC2)cc1 | -6.9 | 1.8
COC(=O)c1cc(Cl)cc2c(CCO)c[nH]c12 | -3.5 | 7.8
O=C(Nc1ccc(-c2csc(Nc3ccc(Cl)cc3)n2)cc1)c1ccccc1 | -2.5 | 1.5
C#CCOc1ccc(CNC[C@H]2O[C@@H](n3cnc4c(N)ncnc43)[C@H](O)[C@@H]2O)cc1 | -3.8 | -0.8
COc1ccc(C(=O)COC(=O)CNC(=O)c2ccc(C)s2)c(OC)c1 | -6.8 | 5.0
O=C(CSc1cccc[n+]1[O-])Nc1cc(Cl)ccc1[N+](=O)[O-] | 1.3 | 1.1
CC1CCN(C(=O)COC(=O)Cn2cnc3ccccc32)CC1 | -4.0 | 2.4
COc1ccc(OC)c(-c2nnc3n2N=C(c2ccc(OC)c(OCC4CC4)c2)CS3)c1 | -2.0 | 1.4
O=C(c1ccc(-c2cc(O)c3ncccc3c2)cc1)N1CCNCC1 | 0.1 | 3.6
C[C@H](CO)N1C[C@H](C)[C@@H](CN(C)C(=O)Nc2ccc(C(F)(F)F)cc2)Oc2ccc(NS(=O)(=O)c3ccccc3)cc2C1=O | 0.5 | 6.9
COCC(C)n1c(SCC(=O)NC(=O)NCc2ccccc2)nc2ccccc2c1=O (stereo not given) | -0.6 | 5.9
O=C(CNCc1ccc(F)cc1)Nc1cc(S(=O)(=O)N2CCOCC2)ccc1Cl | -4.5 | 3.4
C#CCOCCOCCOCCNc1nc(N2CCN(C(=O)[C@H](CCCCN)n3cc(CN)nn3)CC2)nc(N2CCN(C(=O)[C@H](CCCCN)n3cc(CN)nn3)CC2)n1 | -2.9 | -1.7
COc1ccc(C(=O)NNC(=O)CCc2nc3ccccc3c(=O)[nH]2)cc1 | 1.9 | -5.3
C[C@@H]1O[C@@H](O[C@H]2[C@H](O[C@H]3C[C@]4(C)C(C[C@@H](O)C5C([C@]6(C)CC[C@@H](C(C)(C)O)O6)CC[C@]54C)[C@@]4(C)CC[C@H](O)C(C)(C)C34)O[C@H](CO)[C@@H](O)[C@@H]2O)[C@H](O)[C@H](O)[C@H]1O (stereo not given in full) | 6.7 | 6.7
O=Cc1ccc(C(=O)OCC(=O)NC(=O)Nc2ccccc2F)cc1 | 0.6 | -6.2
Cc1c(NC(=O)c2cc(-c3ccccc3)nc3ccccc23)c(=O)n(-c2ccccc2)n1C | -4.1 | 2.6
Cc1ccc(NC(=O)COC(=O)C2CC2)cc1S(=O)(=O)N1CCOCC1 | 2.0 | 4.1
Cc1ccc(C(=O)NNC(=O)CSc2nnc3ccccn23)cc1 | -1.0 | 1.8
Cc1noc(C)c1S(=O)(=O)Nc1ccc2c(c1)C(=O)N([C@H](C)CO)C[C@H](C)[C@@H](CN(C)Cc1ccc(C(=O)O)cc1)O2 | -6.0 | 3.7
CC(C)(C)OC(=O)C[C@@H]1C/C=C\C[C@H](CC(=O)N(CCO)Cc2ccccc2)C(=O)N[C@H](Cc2ccccc2)COC1=O | -1.6 | 2.3
CC(C)=CCCC(C)CCO (stereo not given) | 0.3 | 2.2
C#CCOCCOCCOCCNc1nc(N2CCN(C(=O)[C@H](CCC(=O)O)n3cc(CN)nn3)CC2)nc(N2CCN(C(=O)[C@H](CCC(=O)O)n3cc(CN)nn3)CC2)n1 | -1.2 | 0.8
CSc1ccc(C=NNc2ccc(S(=O)(=O)Nc3ccccc3C(=O)O)cc2[N+](=O)[O-])cc1 | -5.8 | 1.5
COc1ccc(/C=C2\SC(=O)N(CCCC(=O)Nc3cc(Cl)ccc3C(=O)O)C2=O)cc1 | -2.0 | -2.1
Cc1cc(C)n2nc(SCC(=O)NC(=O)c3ccc(OC(F)F)cc3)nc2n1 | -4.3 | 2.8
CCOc1cc(/C=C/C(=O)OCC(=O)NCC2CCCO2)cc(Cl)c1OC (stereo not given) | -0.1 | -3.1
COc1ccc(C2(C)NC(=O)N(CC(=O)NCC(=O)Nc3ccc(F)c(F)c3F)C2=O)cc1OC (stereo not given) | 0.5 | 8.2
Cc1ccc(OCCNC(=O)C(C)SCC(=O)Nc2ccc(F)cc2)cc1 (stereo not given) | -1.7 | -1.7
CCc1cccc(C)c1NC(=O)CSc1n[nH]c(N)n1 | 2.6 | 5.6
CC(NC(=O)COc1ccccc1)C(=O)NCc1ccc(S(N)(=O)=O)cc1 (stereo not given) | 1.1 | 7.1
Cc1noc(C)c1COc1cccc(C(=O)Nc2ccc(Br)cc2F)c1 | 0.3 | -0.4
COc1ccc(/C=C/C(=O)OCC(=O)NC2CCCC(C)C2C)cc1 (stereo not given) | -2.9 | 0.3
COc1ccc(Cl)cc1C(=O)NNC(=O)c1[nH]c(C)c(C(C)=O)c1C | -7.9 | 2.0
